Screening results: PubChem, National Center for Advancing Translational Sciences (NCATS)
AMA1 RON2 block: inhibitors of Plasmodium falciparum AMA1-RON2 interaction | AlphaScreen AMA1-biotinylated RON2 peptide binding | Potency, µM (highest dose often 58.2 µM), without a hit: at the highest dose activity change, negative = inhibition, most hits filed as inhibitors | actives 0.2% (n = 360,000);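 further: potency means the concentration at half of the fitted maximal effect; 0% = vehicle wells and -100% = peptide control; nearly all actives have a fitted effect of over 45% in size; some results filed as inactive show a strong effect at the top dose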
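AMA1 (3D7) with his tag at 25 nM final met compounds first, then biotinylated RON2 peptide at 25 nM; detection used donor plus acceptor beads, 10 µg/mL apiece, read by AlphaScreen after 30 min at room temperature.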
CHX counter: counter-screen for Shiga toxin inhibitors: cycloheximide protein synthesis inhibition. cell reporter, cycloheximide protein synthesis inhibition counterscreen. max response, %. actives 12% (n = 300,000). AID 2314; in the data active means max response mostly above about 13%, no sharp cut-off; inactive means mostly below about 14%; further: read at 38.3 µM for the half of the compounds with a filed dose; 0% is about no effect
AmpC inh no detg: blocks E. coli AmpC beta-lactamase in detergent-free assay; P00811; AmpC nitrocefin hydrolysis, absorbance 480 nm, 0.0001% Triton; Potency, µM (series often up to 57.1 µM), inactives show at the top dose activity change, negative = inhibition, hits mostly inhibitors; actives 0.52% (n = 330,000); AID 485341;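 further: potency means the concentration at half of the fitted maximal effect; plate controls were no compound for no effect and no enzyme for full effect; nearly all actives have a fitted effect of over 20% in size; some results filed as inactive show a strong effect at the top dose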
Target sequence (P00811 whole entry, looked up): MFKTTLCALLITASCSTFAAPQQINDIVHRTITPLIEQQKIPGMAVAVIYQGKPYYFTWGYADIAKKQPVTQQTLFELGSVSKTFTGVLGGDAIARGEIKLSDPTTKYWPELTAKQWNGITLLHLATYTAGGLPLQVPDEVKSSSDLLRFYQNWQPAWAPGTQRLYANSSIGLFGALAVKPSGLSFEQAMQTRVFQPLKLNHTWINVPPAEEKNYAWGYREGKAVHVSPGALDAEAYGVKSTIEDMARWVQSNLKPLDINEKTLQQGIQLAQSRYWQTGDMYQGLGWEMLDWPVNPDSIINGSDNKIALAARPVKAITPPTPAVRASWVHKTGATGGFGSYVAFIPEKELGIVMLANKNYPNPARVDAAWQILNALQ
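AmpC (5.3 nM in the dispensed reagent) in 20 mM phosphate pH 7.0 with 0.01% (detergent screen) or 0.0001% Triton X-100 was preincubated with compounds for 15 min at room temperature. Nitrocefin was then added from an 800 uM solution, and hydrolysis was followed at 480 nm.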
AmpC inh detg: AmpC beta-lactamase inhibition with detergent present | P00811 | AmpC hydrolysis of nitrocefin, absorbance 480 nm, 0.01% Triton | Potency, µM (series often up to 114 µM), for the others: at the highest dose activity change, negative = inhibition, most hits filed as inhibitors | actives 0.041% (n = 370,000) | AID 485294;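 further: potency means the concentration at half of the fitted maximal effect; 0% = no-compound wells and -100% = no-enzyme wells; nearly all actives have a fitted effect of over 25% in size; some results filed as inactive show a strong effect at the top dose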
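20 mM phosphate pH 7.0 + 0.01% (detergent screen) or 0.0001% Triton X-100; 5.3 nM AmpC reagent; cpd preinc 15 min RT; nitrocefin (800 uM stock) to start; A480 q20 s × 4 min; Activity was normalised to no-enzyme and no-compound control wells.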
Shiga inhibitor: blocks Shiga toxin action in Vero cells; Vero cells, Shiga toxin protein synthesis inhibition reporter; inhibition, % at 38.7 µM; actives 9.2% (n = 290,000); in the data active means inhibition mostly above about 28%, no sharp cut-off; inactive means mostly below about 43%; further: 0% is about no effect
HCMV antiviral: inhibitors of human cytomegalovirus; AID 1259415; actives 4.5% (n = 410,000); activity change, negative = inhibition, % at 57.5 µM; HFF cells, HCMV-luciferase reporter, 72 h; hits give low values; in the data active means activity change below about -60%; inconclusive means no clear call, values can overlap the other calls; inactive means above about -39%; further: on the % scale 0 is the no-effect control and ±100 the full control effect
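Steps: HFFs plated, 16 h 37C; compounds added; HCMV-luciferase added to MOI 1 PFU/cell; 72 h 37C; OneGlo reagent, 5 min room temperature; luminescence read, normalized to controls.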
Giardia FBPA inh: inhibitors of Giardia lamblia fructose-1,6-bisphosphate aldolase. purified Giardia FBPA. Potency, µM (titrated, usually from 59.6 µM), without a hit: top-dose activity, negative = inhibition, hits mostly inhibitors. actives 0.71% (n = 290,000). AID 2451; further: potency means the concentration at half of the fitted maximal effect; on the % scale 0 is the no-effect control and ±100 the full control effect; nearly all actives have a fitted effect of over 55% in size
Target sequence (A8B2U2 whole entry, looked up): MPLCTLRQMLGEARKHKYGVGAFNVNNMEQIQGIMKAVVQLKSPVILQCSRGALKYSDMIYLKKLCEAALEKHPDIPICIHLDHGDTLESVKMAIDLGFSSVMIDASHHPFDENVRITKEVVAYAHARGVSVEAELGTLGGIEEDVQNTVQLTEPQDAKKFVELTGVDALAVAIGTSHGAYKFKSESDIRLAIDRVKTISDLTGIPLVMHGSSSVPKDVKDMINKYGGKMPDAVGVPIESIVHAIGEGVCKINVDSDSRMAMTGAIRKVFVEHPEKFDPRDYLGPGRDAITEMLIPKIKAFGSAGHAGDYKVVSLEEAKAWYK
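Giardia FBPA (40 nM reagent) was preincubated 10 min at RT with compound (up to 57.5 uM final), then substrate plus GAPDH/TPI/NAD/arsenate coupling system with diaphorase/resazurin was added; resorufin fluorescence (525/598 nm) was read after 20 min.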
Numbers without * were called inactive; ? = inconclusive; . = no result given; + = active, no number; & = joins results of further samples; [ ] = another dose, or the depositor's remark. Unless noted, the call rests on the fitted dose curve; in most records, active means well fitted curve in the direction sought with a large enough effect; inconclusive means small, poorly fitted or top-dose-only effect, or another doubt; inactive means no such curve, though single readings can be large; an effect the other way counts as inactive or inconclusive. An unsorted share of the library, and some 16% of all compounds hit somewhere here.

SMILES	AMA1 RON2 block	CHX counter	AmpC inh no detg	AmpC inh detg	Shiga inhibitor	HCMV antiviral	Giardia FBPA inh
N#Cc1cn(CC(=O)N2CCc3ccccc3C2)c2ccccc12	-4.9%	1.8	-40.2%	0.2%	-5.8	8.3	0.0%
CC(C)OC(=O)c1c(-c2ccccc2)c(-c2ccccc2)nn(C)c1=O	.	-3.7	.	7.4%	1.2	-14.9	.
COc1cccc(Nc2ncnc3sc(C)cc23)c1	5.6%	41.3*	-24.1%	-9.9%	74.6*	0.0	.
Cc1ccccc1CN1C(=O)CS/C1=N/N=C/c1ccco1	0.0%	-0.8	-21.7%	7.5%	-11.9	9.2	-15.0%
Cc1ccc(C(=O)N/C(=C\c2cccnc2)C(=O)N2CCCC2)cc1	-12.6%	-4.8	2.9%	-12.8%	-6.7	-35.0	23.2%
CNc1nc(=S)[nH]c2ccccc12	102.9%[activator]	-2.1	-15.4%	-2.7%	-17.9	?	?
O=C(Nc1cc(Cl)ccc1-n1cncn1)c1cc(F)cc(F)c1	6.6%	.	9.4%	?	.	8.5	.
COc1ccc(CNC(=O)c2ccc(NS(=O)(=O)c3ccc4[nH]c(=O)[nH]c4c3)cc2)cc1OC	-5.2%	.	-39.0%	0.9%	.	0.0	.
CC(=O)Oc1cc2c(C(=O)NCCCN3CCOCC3)c(C)oc2c2ccccc12	2.0%	11.2	164.8%[activator]	-13.5%	8.8	17.8	?
CCc1nn(-c2ccccc2)c(N)c1C#N	24.1%	-2.8	-17.4%	?	-7.1	76.6	0.9%
CCCn1c(SCC(=O)Nc2cc(Cl)ccc2OC)nc(O)cc1=O	0.0%	.	-45.4%	7.7%	.	-1.0	.
Cc1ccc(NC(=O)C(C)N2C(=O)c3ccccc3C2=O)cc1 (stereo unspecified)	-13.5%	2.9	12.0%	-0.3%	-6.6	36.9	4.2%
NC(=O)CN(c1ccccc1)C1SC(=O)N(Cc2ccccc2)C1=O (stereo unspecified)	7.8%	-1.8	-25.2%	-13.0%	-1.6	8.8	10.3%
Cc1csc(=N)n1CC(=O)N1CCc2ccccc21	0.0%	-2.1	-30.7%	?	-8.7	31.7	-26.3%
O=C(NCc1ccccc1)c1cccn(Cc2cccc(Cl)c2)c1=O	-1.5%	-1.2	40.3%	-1.1%	14.3	.	7.3%
O=C(O)CCC(=O)Nc1ccc(S(=O)(=O)Nc2nccs2)cc1	6.0%	-2.1	-31.9%	-6.5%	-5.0	15.2	5.4%
Oc1ccccc1-c1nc2ccccc2nc1-c1ccccc1	-12.5%	-1.7	-26.6%	0.8%	-1.1	3.6	-6.0%
CCc1cccc(Nc2cc(C)nc3ncnn23)c1	0.0%	-2.7	-21.9%	?	-20.5	4.7	-4.3%
O=C(COc1ccccc1)Nc1ncccn1	-7.5%	14.0	-10.6%	?	23.1	5.0	9.0%
O=[N+]([O-])c1ccc(Nc2ccc3ccccc3c2)nc1	-4.8%	45.0*	0.316µM*	0.6%	89.3*	6.3	-3.0%
N=c1ccn(Cc2cccc(F)c2)cc1	20.0%	-3.6	-23.0%	6.1%	-4.2	?	-0.6%
Nc1ncc(Br)cc1Br	7.9%	-3.1	-10.2%	-5.8%	-8.6	-13.9	2.6%
N#Cc1c(Nc2ccccc2Cl)s[nH]c1=O	?	-2.7	-29.0%	-8.8%	-5.0	-86.5*	-2.0%
COc1cc(-c2c(-c3ccc4c(c3)OCO4)noc2C)ccc1F	16.7%	31.7*	-2.4%	3.1%	48.8*	18.4	-1.1%
C#CCN(C(=O)Nc1ccccc1)c1ccccc1	10.3%	4.3	-6.5%	1.2%	4.2	-39.5	22.5%
Cc1ccc(/C=N/NC(=O)c2cccc(NC(=O)c3ccccc3Cl)c2)o1	32.2%[activator]	14.3	?	-14.4%	30.0	0.0	-10.9%
O=C(NC(=S)NNC(=O)[C@H]1C[C@@H]1c1ccccc1)c1ccc(F)cc1	100.2%[activator]	9.3	-37.5%	-9.4%	32.6	8.5	22.4%
CCc1cc(=O)oc2cc(C)cc(OC(C)C(=O)NCc3ccncc3)c12 (stereo unspecified)	-1.8%	2.7	27.1%	-1.4%	-7.0	9.8	.
CCCN1CCC(NC(=O)Nc2ccccc2C(=O)OC)CC1	15.3%	-0.8	-10.2%	-1.6%	3.6	43.8	3.1%
Cc1ccc(NC(=O)C2(C)Cc3ccccc3C(=O)O2)cc1 (stereo unspecified)	1.1%	10.2	1.6%	1.7%	17.7	-60.1*	2.9%
Cc1cccc(C)c1NC(=O)CNC(=O)c1ccncc1	12.2%	1.1	-8.9%	-7.5%	-3.9	?	.
Nc1ccc(-c2nc3ccccc3o2)cc1	-8.4%	57.5*	-26.1%	8.0%	90.9*	150.6	-22.8%
Cc1ccc(C)c(Cn2c3ccccc3c3cnn(CC(=O)NCc4ccccn4)c(=O)c32)c1	18.7%	-9.0	141.3%[activator]	-1.5%	-9.1	-18.5	.
Cc1cc(C)c(C(=O)OCc2csc(CC(=O)Nc3ccccc3C)n2)c(C)c1	15.0%	-1.0	20.3%	0.6%	-8.2	92.6	4.7%
COc1ccc(S(=O)(=O)N2CCc3cc(OC)c(OC)cc3C2)cc1	10.7%	-0.4	15.2%	-7.3%	-6.5	-31.3	-1.8%
Cc1sc(-n2c(C)cc(/C=N/n3cnnc3)c2C)c(C#N)c1C	11.3%	-2.3	-0.2%	?	-26.5	-15.2	-2.1%
COc1ccc(O)c(/C=N/NC(=O)c2cccc(N3CCCC3=O)c2)c1	75.1%[activator]	2.8	-15.7%	6.4%	17.7	53.7	-14.8%
CCCCNC(=O)c1onc(CSc2cc(C)cc(C)c2)c1C(=O)O	-2.1%	-2.6	-18.5%	-5.9%	-3.2	-4.6	3.2%
COC(=O)c1ccc(Oc2nc(NC(C)C)nc(NC(C)C)n2)cc1	-5.8%	9.6	-19.2%	3.2%	9.3	-37.7	0.4%
COC(=O)Cc1[nH]nc2c1C(c1ccc(O)c(OC)c1)C(C#N)=C(N)O2 (stereo unspecified)	41.4%[activator]	-3.5	-9.7%	?	-5.6	-26.8	-9.6%
Cn1nc(-c2ccc(Cl)cc2)c2cc(C(=O)NCC3CCCO3)sc21 (stereo unspecified)	-3.8%	-1.5	147.2%[activator]	-10.7%	17.3	50.6	-3.5%
Cc1ccc(NC(=O)c2sc3nc(C)cc(C)c3c2N)cc1	7.4%	50.8*	-13.6%	2.5%	124.9*	55.2	-5.7%
Cc1ccc(S(=O)(=O)NC(=O)c2ccc(Br)o2)c(C)c1	-1.1%	6.3&-2.6	-5.1%	?	-6.5	-2.7	14.0%[89.2 µM]
CCC(=O)N1CCN(c2ccc(NC(=S)NC(=O)c3ccc(OC)c([N+](=O)[O-])c3)cc2)CC1	42.5%[activator]	-5.6	129.8%[activator]	-6.8%	-15.2	-6.2	2.7%
COc1ccccc1OCc1csc(N)n1	-25.3%	5.1	1.4%	8.3%	31.6	-22.7	-3.5%
Cc1cccc(NC(=O)c2ccc(OCc3c(C)noc3C)cc2)c1	5.8%	.	-30.4%	-9.1%	.	-20.8	.
N#Cc1c(C(F)(F)F)cc(C2CC2)nc1N1CCCC1	7.6%	16.5	-15.9%	-11.1%	-11.6	25.2	-19.2%
Cc1ccccc1CSc1nnc(-c2ccncc2)o1	-3.1%	13.1*	-9.8%[2.29 µM]	1.5%	39.1	37.8	6.1%
CCCc1cc(=O)[nH]c(SCC(=O)Nc2sc3c(c2C#N)CCC(C)C3)n1 (stereo unspecified)	0.0%	4.2	-46.7%	?	-1.9	-61.0*	4.4%
CCNC(=S)N/N=C1\CCCCc2ccccc21	10.3%	-0.7	-54.9%	-5.8%	7.8	25.9	-1.1%
COC(=O)C1=C(C)NC(C)=C([N+](=O)[O-])[C@@H]1c1ccccc1C(F)(F)F	.	-1.3	.	.	-7.9	.	?
CN1CCN(NC(=O)CSc2ccc(Cl)cc2Cl)CC1	6.0%	-3.4	-6.2%	3.8%	-13.8	-28.0	5.4%
O=S(=O)(NC1CCCCC1N1CCN(c2ccc(F)cc2)CC1)c1ccccc1 (stereo unspecified)	-10.4%	-2.5	-13.7%	4.3%	-5.7	+	.
CCOC(=O)c1cc(CC)sc1/N=C/C1=C(O)CC(C)(C)CC1=O	9.7%	14.1	-11.8%	-7.2%	19.4	-5.4	6.5%
O=C(C1CCN(S(=O)(=O)c2cccnc2)CC1)N1CCCCC1	-3.7%	-5.4	-10.0%	-12.1%	-6.9	24.1	0.7%
Cc1[nH]nc2c1C(c1ccco1)C(C#N)=C(N)O2 (stereo unspecified)	16.9%	7.3	-14.3%	2.1%	15.3	-26.5	-0.2%
CCn1c(Cc2ccc(OC)cc2)nnc1SCC(=O)Nc1ccc(N2CCOCC2)cc1	-1.7%	-3.6	25.7%	-7.5%	1.7	-22.0	1.9%
CCc1nnc(NC(=O)C(c2ccccc2)c2ccccc2)s1	-4.1%	-4.4	-32.2%	0.9%	-3.3	23.3	.
Cc1cc(C)cc(N(CC(=O)NC(C)(C)C)C(=O)CCC(=O)Nc2nccs2)c1	0.7%	1.1	37.7%	?	-3.5	59.0	5.8%
Cc1ccc2c(c1)C(=O)[C@]1(O)CCN(c3ccccc3)C1=N2	.	7.0	.	.	-7.2	.	1.4%&4.8%

Given in markdown: three of the compounds above.
| SMILES | AMA1 RON2 block | CHX counter | AmpC inh no detg | AmpC inh detg | Shiga inhibitor | HCMV antiviral | Giardia FBPA inh |
| --- | --- | --- | --- | --- | --- | --- | --- |
| CCOC(=O)c1cc(CC)sc1/N=C/C1=C(O)CC(C)(C)CC1=O | 9.7% | 14.1 | -11.8% | -7.2% | 19.4 | -5.4 | 6.5% |
| O=C(C1CCN(S(=O)(=O)c2cccnc2)CC1)N1CCCCC1 | -3.7% | -5.4 | -10.0% | -12.1% | -6.9 | 24.1 | 0.7% |
| Cc1[nH]nc2c1C(c1ccco1)C(C#N)=C(N)O2 (stereo unspecified) | 16.9% | 7.3 | -14.3% | 2.1% | 15.3 | -26.5 | -0.2% |

Following part
SMILES	AMA1 RON2 block	CHX counter	AmpC inh no detg	AmpC inh detg	Shiga inhibitor	HCMV antiviral	Giardia FBPA inh
CCc1ccccc1NC1=NCC(=O)N1Cc1ccc2c(c1)OCO2	0.0%	-3.2	-11.1%	-2.5%	-6.4	67.7	-16.1%
CCN(CC(=O)NC(C)(C)C)C(=O)c1ccccc1SCC(=O)NC1CCCCCCC1	17.2%	-2.7	133.8%[activator]	-6.0%	-6.5	-7.6	.
Cc1noc(C)c1COc1ccccc1C(=O)NCCc1ccc(Cl)cc1	10.6%	.	4.9%	0.0%	.	-12.7	.
CC1(C(=O)NC2CCCCCCC2)CCC(=O)N1Cc1ccco1 (stereo unspecified)	-0.5%	1.8	-4.1%	-12.2%	-9.1	14.2	2.3%
COc1ccccc1NC(=S)N(Cc1ccco1)Cc1cc2ccc(C)c(C)c2[nH]c1=O	-14.7%	-1.7	-11.7%	-10.0%	-2.8	?	-3.9%
